IDE cell inh: inhibits human insulin-degrading enzyme in HEK cells; FAbetaB cleavage, fluorescence polarization; inhibition, % at 5.59 µM; P14735; 320,000 compounds, 0.41% hits; AID 434962;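 active = percent inhibition above the average of all tested compounds plus 3 SD, set per screening campaign, cut at about 16% in these data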;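 note: IDE supplied by intact live HEK cells; FP after avidin binding of uncleaved biotin substrate so inhibition keeps polarization high; 0% = DMSO wells and 100% = 60 µM reference IDE inhibitor Ii1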
GalR3 antagonist: human GalR3 antagonism | inhibition, % at 3 µM | O60755 | 360,000 compounds, 0.44% hits | HEK293 GalR3-CNG cAMP membrane potential fluorescence; galR3 body fused to GalR1 C-terminus;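 active = inhibition above the screen-wide average plus 3 SD, cut at about 13% in these data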;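 note: forskolin and galanin both at EC90 stimulate the cells; cAMP rise reported by CNG channel membrane potential dye signal; 0% = forskolin plus galanin with DMSO and 100% = forskolin alone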
Target sequence (O60755 1-299 limits assumed): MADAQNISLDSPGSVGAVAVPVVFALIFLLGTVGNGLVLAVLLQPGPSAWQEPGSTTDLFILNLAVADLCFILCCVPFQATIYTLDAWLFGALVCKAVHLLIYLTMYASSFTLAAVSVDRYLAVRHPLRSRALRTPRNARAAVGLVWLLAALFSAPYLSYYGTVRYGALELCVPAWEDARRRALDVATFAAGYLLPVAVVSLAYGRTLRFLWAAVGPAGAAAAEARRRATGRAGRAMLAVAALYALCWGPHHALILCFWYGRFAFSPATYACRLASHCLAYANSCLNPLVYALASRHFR
IMP-1 inh: blocks Pseudomonas aeruginosa IMP-1 metallo-beta-lactamase; purified IMP-1, nitrocefin hydrolysis, epi-absorbance fluorescence; inhibition, % at 5.6 µM; 290,000 compounds, 0.45% hits;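 active = inhibition above the mean plus 3 SD of all compounds in the same screening run, cut at about 4.5% in these data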;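 note: 0% = IMP-1 with DMSO and 100% = DMSO wells lacking enzyme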
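Test system: recombinant IMP-1 enzyme, purified / Medium: HEPES buffer pH 7.1 with ZnSO4 and Brij 35 / Doses: single dose, 5.6 µM / Times: 25 °C, 15 min preincubation, 25 min reaction / Detection: Epi-absorbance via hydrolysed-nitrocefin quenching of white-plate fluorescence, 480/530 nm, EDTA stop / Evaluation: percent inhibition from optical density relative to buffer-blank wells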
VIM-2 inh: inhibitors of Pseudomonas aeruginosa VIM-2 metallo-beta-lactamase; purified VIM-2, nitrocefin hydrolysis, epi-absorbance fluorescence; inhibition, % at 5.6 µM; 290,000 compounds, 0.89% hits; AID 1527;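 active = inhibition above the mean of all tested compounds plus 3 SD, cutoff set per screening run, cut at about 7.5% in these data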;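 note: red hydrolysis product quenches plate fluorescence so inhibitors raise well fluorescence; 0% = enzyme with DMSO and 100% = DMSO without enzyme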
pCIP destab: compounds decreasing mouse p/CIP protein stability. Q05BA5. F442A p/CIP-EGFP cells, EGFP fluorescence, 16 h. decrease of EGFP signal, % at 10 µM. 290,000 compounds, 0.01% hits. AID 1984;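 active = EGFP signal decrease of at least 30% at 10 µM or well 3 SD below plate mean, unless failing retest; inactive = the rest, including hits failing retest or dose response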; note: some compounds called inactive have numbers as strong as hits; many of its hits are not listed in these tables
CRFBP-R2 block: antagonists of CRF-binding protein/CRF-R2 receptor complex. 350,000 compounds, 0.59% hits. HEK293 CRF-R2/CRF-BP, CRF-induced calcium fluorescence. inhibition, % at 11.8 µM;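 active = inhibition of the ligand-induced calcium signal above about 50% at the single tested concentration, limit read from the data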
IDE act: activators of human insulin-degrading enzyme in cells; HEK cells, FAbeta-B cleavage, fluorescence polarization; 0% vehicle, 100% cell-free pure enzyme wells; P14735; 340,000 compounds, 0.073% hits; AID 493087; activation, % at 5.96 µM;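 active = activation above the mean of all tested compounds plus 3 SD, set per screening campaign, cut at about 17% in these data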
NS3 helicase inh: inhibitors of Hepatitis C virus NS3 helicase; 290,000 compounds, 0.56% hits; inhibition, % at 10.9 µM; NS3 helicase DNA unwinding, Cy5 molecular beacon fluorescence;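 active = inhibition above the mean of all tested compounds plus 3 SD, set per campaign, cut at about 35% in these data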;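 note: 0% = DMSO wells and 100% = thioflavine S control wells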
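Assay system – hepatitis C virus NS3 helicase domain fragment enzyme · Buffer or medium – MOPS pH 6.5, MgCl2, DTT, Tween20, BSA · Reagent – Cy5/quencher beacon DNA duplex and ATP to start · Compound – single 10.9 µM dose · Timing – 1 h at 25 °C · Technique – Cy5 beacon fluorescence read at start and 1 h · Measure – % inhibition of unwinding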
SUMO HTRF inh: SUMOylation inhibition; HTRF SUMOylation assay, SAE1/SAE2 + UBC9, in vitro; inhibition, % at 35 µM; 290,000 compounds, 0.36% hits; in the data active = inhibition above about 50%, passing the limit was not always enough; inconclusive = no clear call, values can overlap the other calls; note: strong numbers were not always called active
Target sequence (P63279 whole entry, looked up): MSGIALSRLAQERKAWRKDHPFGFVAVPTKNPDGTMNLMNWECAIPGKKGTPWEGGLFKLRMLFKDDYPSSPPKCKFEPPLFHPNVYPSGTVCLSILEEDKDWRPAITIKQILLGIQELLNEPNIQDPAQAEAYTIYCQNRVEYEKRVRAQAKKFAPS
* hit, by the source's call; ? = inconclusive; / = not tested or not shown. The order is random; 3.2% or so of the library scored in one or more.

pCIP destab,VIM-2 inh,GalR3 antagonist,SUMO HTRF inh,CRFBP-R2 block,NS3 helicase inh,IMP-1 inh,IDE cell inh,IDE act,Molecule
-14,-0.5,-5,12,5,0,-1.2,5,1,CCc1nnc(NC(=O)NC(C)(C)C)s1
5,-1.9,-3,14,-18,-8,-3.6,6,-2,CCOC(=O)N1CCN(S(=O)(=O)c2ccc(C(=O)N(CCN(CC)CC)c3nc4c(C)cccc4s3)cc2)CC1
/,/,-1,/,-2,/,/,2,4,Cc1onc(-c2ccccc2)c1C(=O)NN1CCOCC1
/,/,-9,/,-11,/,/,-2,-2,O=C(NCCc1ccccn1)c1c(-c2ccsc2)sc2ccccc12
1,-1.0,-2,-8,-1,14,-1.9,-4,3,CCn1cc(S(=O)(=O)NCc2ccc(OC)cc2)cn1
/,/,-2,/,-2,/,/,1,1,CC(OC(=O)CC1CCCC1)C(=O)Nc1ccc(S(N)(=O)=O)cc1 (centres undefined)
/,/,-7,/,1,/,/,3,4,S=C(Cc1ccccc1)NCCc1ccccc1
-5,0.9,-7,12,-9,24,-0.1,-2,0,COc1ccc(C(=O)OCC(=O)c2ccc(C)c(S(=O)(=O)N3CCOCC3)c2)cc1OC
11,-1.7,-4,-1,13,3,-1.9,-9,-3,CC1=C(C(=O)Nc2ccccc2C)C(c2ccc(C)o2)C2=C(CCCC2=O)N1 (centres undefined)
/,/,6,/,3,/,/,3,0,CCCNC(=O)C1(CC2CC(c3ccccc3)=NO2)CCN(C(=O)C2(C)CC2)CC1 (centres undefined)
6,-1.5,-3,-8,-7,-17,-1.9,2,-3,Cc1cccc(N2CCN(C(=O)c3ccc(CS(=O)Cc4ccc(Cl)cc4)o3)CC2)c1C (centres undefined)
-14,7.8*,-4,-20,19,6,-1.8,4,3,COc1cc2[nH]c(=O)n(CCC(=O)N3CCC(N4CCCCC4)CC3)c(=O)c2cc1OC
2,-1.7,-3,16,-2,0,-2.9,3,3,CCOC(=O)CCC(NC(=O)c1cncc(O)c1)C(=O)OCC (centres undefined)
/,/,-9,/,-7,/,/,-3,-3,Cc1noc(C)c1C(=O)Nc1cc(Cl)ccc1N1CCOCC1
-12,-1.5,1,-4,2,0,-4.7,-3,3,NC(=O)C1(N2CCCCC2)CCN(C2CC(=O)N(CCc3ccccc3)C2=O)CC1 (centres undefined)
-8,-2.3,-3,4,-5,3,-3.4,6,3,CN1CCN(c2oc(-c3ccc([N+](=O)[O-])cc3)nc2C#N)CC1
/,/,-1,/,5,/,/,6,-5,CCN(CC)C(=O)c1[nH]cnc1C(=O)N[C@H](C)c1ccccc1
-12,0.6,-6,2,7,9,2.7,3,5,CC(C)C(=O)Nc1ccc2c(c1)nc(CCN1CCN(C)CC1)n2C
6,-1.1,0,14,-1,1,-2.0,-1,1,O=C1NC2(O)C(=O)c3ccccc3C2(O)N1 (centres undefined)
0,0.0,0,-2,4,-9,-0.9,-2,6,CC(C)NS(=O)(=O)c1ccc(NC(=O)c2cccnc2)cc1
0,-1.4,-6,19,30,1,-1.2,8,-7,CCOC(=O)c1c(C)c(C(=O)NCc2ccccc2OC)c(C)n1C
14,-3.7,5,7,23,8,-2.4,2,-1,O=C(Nc1ccccc1)N1CCc2ccccc2C1
2,-0.1,2,3,-2,-9,-1.5,8,3,Cc1ccc(NC(=O)CCN2CCN(CCO)CC2)cc1Br
7,-2.5,2,-5,3,-11,-0.9,5,1,Cc1ccc(CCN=c2c([N+](=O)[O-])nn(-c3ccccc3)n2O)cc1
-2,-3.4,-4,-18,-8,-8,-2.5,8,4,Cc1cccc(NC(=O)c2cccc(N3C(=O)C4C5CCC(C5)C4C3=O)c2)c1C (centres undefined)

Remaining list, next part.
pCIP destab,VIM-2 inh,GalR3 antagonist,SUMO HTRF inh,CRFBP-R2 block,NS3 helicase inh,IMP-1 inh,IDE cell inh,IDE act,Molecule
-6,-1.4,-4,3,16,2,-2.6,0,2,COc1cccc(CNc2ccc(F)c([N+](=O)[O-])c2)c1O
-1,-3.0,-7,-36,-9,7,-2.7,2,-7,COc1ccc(Cn2c(CCC(=O)NCc3ccco3)nc3cccnc32)cc1
-4,-2.8,-1,-6,-7,0,-2.3,/,-5,O=C(NNC(=O)c1ccncc1)Nc1cccc(C(F)(F)F)c1
-10,/,-1,2,-3,/,/,4,3,COc1ccc(NC(=O)CSc2nc3c(cc2C#N)CN(C)CC3)cc1
2,1.2,-2,4,-7,-2,-4.8,2,2,Cn1c(=O)c2c(nc(SCc3ccc(F)cc3)n2C)n(C)c1=O
-4,-3.2,-1,5,5,6,-3.4,-4,9,CN(Cc1ccccc1)C(=O)CCS(=O)(=O)c1ccc2c(c1)n(C)c(=O)c(=O)n2C
15,-1.0,1,10,-4,-5,0.5,0,1,CC(C(=O)NCC1CCCCC1)N(C)CC(=O)Nc1ccc(N2CCOCC2)cc1 (centres undefined)
/,/,1,/,14,/,/,-4,5,C[C@H](CO)N1C[C@H](C)[C@@H](CN(C)C(=O)Nc2ccc3c(c2)OCO3)Oc2c(cccc2N(C)C)C1=O
14,1.9,-3,?,8,2,-0.3,-1,7,COc1ccc(-c2ccnc3c(C#N)cnn23)cc1
7,-0.8,-4,-4,-1,-6,-4.3,3,5,Cc1ccc(S(=O)(=O)N(C)C)cc1NC(=O)COC(=O)c1ccc2c(c1)OCO2
-11,-3.3,-4,21,19,0,-3.7,0,2,CC(Sc1ccsc1[N+](=O)[O-])C(=O)NCCc1ccc(Cl)cc1 (centres undefined)
2,-1.1,-3,26,6,1,-1.2,/,3,Cc1cc(NC(=O)c2cc3ccccc3oc2=O)no1
10,-2.0,/,5,/,12,1.2,6,/,COC(=O)[C@H](Cc1ccccc1)NC(=O)O[C@@H]1C(=O)c2cc(OC)ccc2O[C@H]1c1ccc(OC)c(Br)c1
0,-3.1,-6,9,-18,-8,-3.0,4,2,c1ccc(-c2noc(CSc3nnc(Cc4cccs4)n3-c3ccccc3)n2)cc1
4,0.4,-6,-12,-13,-7,-2.5,-2,6,C/C(CC(=O)Nc1ccc(Cl)cc1C(F)(F)F)=N\NC(=O)c1ccccn1
3,-2.3,-2,-5,2,-6,-2.6,-2,4,CC(=O)Nc1ccc(NC(=O)Cn2c(=O)n(-c3ccccc3)c(=O)c3oc4ccccc4c32)cc1
4,-3.1,-4,-53,-3,10,-2.7,/,-3,Cc1ccc(C2=NN(S(=O)(=O)c3ccccc3)C(c3ccccc3O)C2)cc1 (centres undefined)
1,-2.8,-4,14,2,-9,-1.1,1,5,CCCCNC(=O)C1C2C=CC3(CN(Cc4ccc(C)cc4)C(=O)C13)O2 (centres undefined)
2,-3.2,-2,2,-27,4,-3.3,-3,0,C/C(=N\Nc1ccc([N+](=O)[O-])cc1)c1ccc(-n2nncc2C)cc1
2,-0.5,-7,-2,-21,3,-5.9,-5,5,COc1ccc(Cl)cc1C(=O)O/N=C(\N)c1ccccn1
2,-1.0,-2,14,-4,4,-1.9,-7,0,CCC(C)(C)NC(=O)CN(CCc1cccc(C)c1)C(=O)c1csnn1
-5,-5.0,-4,-2,10,26,-3.6,5,6,CC(=O)/C(N=Nc1nc2c([nH]1)c(=O)n(C)c(=O)n2C)=C(\C)O
-2,-0.8,-5,-30,-35,-4,-1.1,6,0,CCC(C)N1CCCCC1C(=O)Nc1c(C)cc(C)cc1C (centres undefined)
1,-1.0,/,-5,33,17,-1.2,6,4,COc1ccc(N2CCN(C3CCN(S(=O)(=O)c4ccc(F)cc4)CC3)CC2)cc1
10,0.9,-5,9,-6,-7,-2.4,1,4,CCOC(=O)C(NC(C)=O)C(=O)Nc1ccc(C)cc1C (centres undefined)

3 of these compounds, set out differently:
Screens in order – pCIP destab	VIM-2 inh	GalR3 antagonist	SUMO HTRF inh	CRFBP-R2 block	NS3 helicase inh	IMP-1 inh	IDE cell inh	IDE act
- COc1cccc(CNc2ccc(F)c([N+](=O)[O-])c2)c1O
 : -6	-1.4	-4	3	16	2	-2.6	0	2
- COc1ccc(Cn2c(CCC(=O)NCc3ccco3)nc3cccnc32)cc1
 : -1	-3.0	-7	-36	-9	7	-2.7	2	-7
- O=C(NNC(=O)c1ccncc1)Nc1cccc(C(F)(F)F)c1
 : -4	-2.8	-1	-6	-7	0	-2.3	/	-5

Additional compounds follow:
pCIP destab,VIM-2 inh,GalR3 antagonist,SUMO HTRF inh,CRFBP-R2 block,NS3 helicase inh,IMP-1 inh,IDE cell inh,IDE act,Molecule
/,/,-3,/,-6,/,/,1,-5,CCOC(=O)[C@H]1[C@H]2COc3cc(OC)ccc3[C@@H]2N2C(=O)c3cc(OC)c(OC)cc3NC(=O)[C@@]12C
-16,1.6,3,4,-1,9,-1.0,-2,-2,Cc1ccc(OCC(=O)NNC(=O)C2CCN(c3nccc(C)n3)CC2)cc1
-2,-1.6,-3,10,7,-16,-0.6,-2,5,CCN(CC)CCN(C(=O)c1ccc(S(=O)(=O)N(CC)c2ccccc2)cc1)c1nc2c(OC)ccc(OC)c2s1
-7,-0.4,0,-6,15,-10,-4.4,1,3,COc1ccc(OCC(=O)OCC(=O)Nc2ccc(S(=O)(=O)N3CCCCC3)cc2)cc1
-32,-2.3,-1,10,5,-7,-1.9,1,0,CC1CC(C)CN(C(=O)Cn2c(SCC(=O)N3CCc4ccccc4C3)nc3ccccc32)C1 (centres undefined)
0,-4.1,-4,-21,61*,13,-1.9,/,2,COc1ccc(-c2nnc(Nc3ccc(S(=O)(=O)Nc4nccs4)cc3)c3ccccc23)cc1
-16,-2.6,5,-6,0,2,-3.4,-2,-1,COc1ccc2c(c1)C(C)=CC(C)(C)N2C(=O)CN1C(=O)CCC1=O
5,-1.9,-9,16,-22,-3,-2.7,-2,4,Cc1cc(CSc2ccccc2)ccc1NC(=O)COc1ccccc1
